Screens from PubChem.
TGFb inhibitor: blocks TGF-b signaling | HepG2 CAGA-GFP TGF-b/SMAD3 reporter, GFP fluorescence, 18 h; TGF-beta stimulated, 500 pg/mL final | Potency, µM (top dose mostly 46.1 µM), without a hit: top-dose activity, negative = inhibition, most hits filed as inhibitors | 410,000 compounds, 1.2% hits; also: potency is read from the fitted curve at half-maximal effect; % is scaled to controls: 0 for no effect and ±100 for the full control effect; nearly all actives have a fitted effect of over 65% in size
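Read-out: total well GFP (ex488/em500-530) summed from mean per-cell fluorescence. Cells: HEPG2 CAGA-GFP, 1% FBS DMEM, 18 h at 37 degrees C with 500 pg/mL final TGF-beta. Unstimulated wells served as the full-inhibition control; stimulated DMSO wells = 0%.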
Abeta rescue: compounds reversing amyloid beta toxicity in yeast; yeast expressing A-beta42, growth rescue, OD600, 48 h; response scale: 0% DMSO, 100% iron-clioquinol control; Potency, µM (top dose mostly 46.1 µM), for the others: at the highest dose growth rescue, actives largely listed as activators; 410,000 compounds, 0.063% hits; also: potency is read from the fitted curve at half-maximal effect; nearly all actives have a fitted effect of over 55% in size
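Yeast growth medium received pinned compounds, then yeast cells expressing toxic A-beta were added; plates incubated at 30 C for 48 hr. Growth read as absorbance at 600 nm, normalized to DMSO and equimolar FeCl3 plus clioquinol controls.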
Nrf2 block: Nrf2 pathway inhibition | A549 ARE-Fluc reporter, luciferase luminescence, 18-24 h | Potency, µM (doses to about 46 µM), for inactives: at the highest dose activity change, negative = inhibition, usual class: inhibitors | 360,000 compounds, 2.1% hits | AID 504444; also: potency is read from the fitted curve at half-maximal effect; % is scaled to controls: 0 for no effect and ±100 for the full control effect; nearly all actives have a fitted effect of over 60% in size
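A549 ARE_Fluc cells (5000/well, 5% FBS OPTI-MEM) pre-incubated 2 h, then treated with compounds 18-24 h at 37C/5% CO2 in concentration-response. CellTiter-Fluor viability read first; BugLite luciferase luminescence after 15 min at room temperature gives Nrf2 activity.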
HepG2 viability: counter-screen for TGF-b inhibitors: cytotoxicity in HepG2 cells; 410,000 compounds, 0.76% hits; Potency, µM (series often up to 46.1 µM), inactives show at the highest dose activity change, negative = cytotoxicity, hits mostly cytotoxic; HepG2 CAGA-GFP viability, ATP luminescence, 18 h; also: potency is read from the fitted curve at half-maximal effect; some results filed as inactive show a strong effect at the top dose
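CellTiter-Glo luminescence gave cytotoxicity after 18 hours at 37 degrees C. The cells were HepG2 CAGA-GFP in 1% FBS DMEM, stimulated with 500 pg/mL TGF-beta after compound addition. %Activity was normalised to no-cell wells (complete cell-killing) and DMSO (no toxicity), and curves were fitted and classified.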
Nrf2 ARE act: Nrf2 pathway activation. AREc32 ARE-luciferase reporter (MCF7-derived line), luminescence, 24 h. Potency, µM (titrated, usually from 46.1 µM), without a hit: at the top dose activation, actives largely listed as activators. 410,000 compounds, 0.31% hits; also: potency is read from the fitted curve at half-maximal effect; % of control where 0% means no effect; nearly all actives have a fitted effect of over 65% in size
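ARE-driven firefly luciferase activity in AREc32 cells measured after a 24 hr compound exposure at 37 deg C, using Steady-Glo reagent and a 30 min room-temperature hold.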
CCT modulator: changes cytosolic chaperonin activity. purified chaperonin ATPase assay, HTRF ADP detection, 30 min. activity change, % (concentration not given with the values), hits read low. 360,000 compounds, 0.3% hits. AID 651819; in the data active = activity change below about -30%; also: % is scaled to controls: 0 for no effect and ±100 for the full control effect
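We incubate TRiC, 40 or 20 nM final, with library compounds at 76 uM and 10 uM ATP for 30 min at 37 °C. ADP formed is detected with Transcreener HTRF reagents after 30 min at room temperature.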
A549 tox: counter-screen for Nrf2 inhibitors: cytotoxicity in A549 cells; A549 ARE-Fluc cells, CellTiter-Fluor viability, 18-24 h; Potency, µM (doses to about 46 µM), inactives show top-dose activity change, negative = cytotoxicity, usual class: inhibitors; 390,000 compounds, 0.16% hits; also: potency is read from the fitted curve at half-maximal effect; % is scaled to controls: 0 for no effect and ±100 for the full control effect
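A549 ARE_Fluc cells in 5% FBS OPTI-MEM were exposed to compounds in concentration-response for 18-24 h at 37 deg C. Viability was read by CellTiter-Fluor fluorescence (Ex 405/Em 525) after 30 min, before the luciferase read.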
Akt phos inh: inhibitors of Akt phosphorylation | Neuro2A IGF-stimulated pAkt S473 HTRF, 20 min; active compounds read low | activity change, % for hits at 50 µM | 360,000 compounds, 0.32% hits; in the data active = activity change below about -80%; inconclusive = mostly about -51% to -80%; also: % is scaled to controls: 0 for no effect and ±100 for the full control effect
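Neuro2A cells in DMEM with 0.5% FBS, overnight at 37 deg C, given compound at single 50 µM final, then IGF (6 nM final) for 20 min at 37 deg C. Lysed; phospho-Akt Ser473 by HTRF after 24 h, 665/615 ratio.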
MmCpn inh: inhibitors of Methanococcus maripaludis chaperonin (MmCpn); purified Mm-Cpn ATPase, ADP Transcreener TR-FRET; Potency, µM (top dose mostly 76.9 µM), without a hit: at the highest dose activity, negative = inhibition, most hits filed as inhibitors; 330,000 compounds, 0.031% hits; AID 504842; also: potency is read from the fitted curve at half-maximal effect; % is scaled to controls: 0 for no effect and ±100 for the full control effect; nearly all actives have a fitted effect of over 80% in size
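Inhibition of chaperonin ATP hydrolysis is measured as reduced ADP production, detected by competitive TR-FRET in which signal falls with ADP. Final enzyme 25 nM and ATP 10 uM, reacted 30 min at 37°C.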
Active calls of the source: *; i = inactive; ? = inconclusive; . = no result given; [ ] = remark or other dose. Unless noted, calls follow the shape of the dose curve; as a rule, active = well fitted curve in the direction sought with a large enough effect; inconclusive = small, poorly fitted or top-dose-only effect, or another doubt; inactive = no such curve, though single readings can be large; an effect the other way counts as inactive or inconclusive.

cpd	Compound	TGFb inhibitor	Abeta rescue	Nrf2 block	HepG2 viability	Nrf2 ARE act	CCT modulator	A549 tox	Akt phos inh	MmCpn inh
1	CCOc1ccc(NC(=O)C2CC(=O)OC2c2ccccc2)cc1 (stereo unspecified)	2%	-2%	8%	5%	0.3%	-2.8	0%	i	-1%
2	Cc1ccc(NC(=O)CSc2ncccn2)cc1F	-8%	7%	19%	-9%	0.2%	-2.6	4%	i	-3%
3	O=Nc1c(O)n(Cc2ccccc2)c2ccccc12	-20%	15%	-3%	-29%	-0.4%	-3.0	-5%	i	1%
4	COc1nc(-c2ccc(C)cc2)ccc1-c1noc(-c2ccco2)n1	-15%	19%	?	-17%	20%	1.1	0%	i	-6%
5	CCOC(=O)c1[nH]nc(C(=O)c2ccc(Br)cc2)c1O	4%	1%	1%	2%	?	0.5	-11%	i	2%
6	CCSC1=C(C#N)C(c2ccc(Cl)cc2)C2=C(CCCC2=O)N1 (stereo unspecified)	?	5%	21µM*	-57%	0.2%	-0.8	?	i	-1%
7	Cc1ccc(C(=O)/C=C/c2cn(CC(O)CN3CCCCCC3)c3ccccc23)cc1 (stereo unspecified)	?	-21%	14%	-107%	12%	.	-3%	.	.
8	CCOCCCNc1nc2cc(OC)c(OC)cc2c2nc(-c3ccccc3)nn12	2%	-20%	0%	3%	0.4%	.	-1%	.	.
9	COc1ccc(CN2C=C3C(=O)C(C)(OC(=O)CCc4ccccc4)C(=O)C=C3C=C2c2ccc(C#N)cc2)cc1 (stereo unspecified)	13%	2%	-8%	-17%	5.0%	2.7	-19%	i	-4%
10	CC(C)(CO)N=Cc1c(O)[nH]c2ccccc12	-2%	-9%	-6%	-18%	0.1%	-10	0%	i	-2%
11	COc1cccc(NC(=S)/C(=C(\[O-])c2ccc([N+](=O)[O-])cc2)[n+]2ccccc2)c1	-1%	5%	12%	-2%	0.0%	1.7	1%	i	0%
12	Cc1ccc(-c2cc(C(=O)n3cnc4ccccc43)c3ccccc3n2)cc1C	5%	-27%	.	-53%	2.2%	0.2	-1%	i	-3%
13	COc1ccc2sc(N3C(=O)CC(Cc4cccc(C)c4)C3=O)nc2c1 (stereo unspecified)	4%	2%	9%	2%	0.5%	0.7	-2%	i	-4%
14	Oc1ccc(N2CCN(Cc3ccc(OCCCN4CCCCC4)cc3)CC2)cc1	5%	9%	13%	4%	0.3%	-1.3	?	i	-4%
15	CC(=O)N(Cc1ccco1)C1(C(=O)NC2CCCC2)CCCCC1	3%	-7%	20%	5%	-0.3%	-1.3	-7%	i	2%
16	Cc1ccsc1C(=O)Nc1nc2ccccc2[nH]1	?	-40%[inhibitor]	-17%	-73%	1.1%	-0.4	0%	i	-5%
17	CCCCn1c(O)c(/C=C2\C=NN=C2c2ccccc2)sc1=S	-8%	3%	?	-82%	0.1%	0.6	?	i	0%
18	COc1ccc(CCN(Cc2cc3ccc(C)cc3n3nnnc23)C(C)=O)cc1OC	-8%	-26%	?	0%	3.2%	-0.2	-14%	i	0%
19	COc1ccc(C(=O)Nc2sc3c(c2C#N)CCN(C(C)=O)C3)cc1	-9%	-12%	?	-1%	-0.6%	-4.6	-11%	i	-2%
20	CC/C(=N/O)C(=O)c1ccc(Br)cc1	-16%	10%	14%	4%	0.0%	1.8	-3%	i	-6%
21	COc1ccc(S(=O)(=O)N(C)CC(=O)Nc2ccccc2C(F)(F)F)cc1	-5%	-26%	3%	0%	0.0%	0.3	3%	.	2%
22	Cn1ncc(S(=O)(=O)Cc2ccccc2)c(Cl)c1=O	8%	-94%[inhibitor]	10%	-25%	-0.6%	-0.1	1%	i	-2%
23	CCOc1ccccc1N(CC(=O)Nc1ccccc1C(=O)OC)S(C)(=O)=O	0%	6%	9%	-11%	0.1%	-0.4	-1%	i	2%
24	CO[C@H]1CC[C@@]2(C)[C@@H](CC[C@@H]3[C@@H]2CC[C@@]2(C)[C@H]3C[C@H](C(=O)N[C@@H](CCCN=C(N)N)C(=O)NCC(=O)N[C@@H](CC(=O)O)C(N)=O)O[C@]23CCCO3)C1	-4%	-7%	0%	-15%	-0.2%	-1.8	2%	i	-1%
25	COc1ccc(CC(=O)N2CCN(c3ccccc3OC)CC2)cc1	7%	-10%	-19%	-6%	1.7%	-1.6	7%	i	2%
26	O=C(Oc1ccc(/C=N/Nc2nc(N3CCCCC3)nc(N3CCCCC3)n2)cc1)c1ccco1	0%	0%	22%	-4%	0.2%	-2.2	16%	i	0%
27	CCC(=O)Nc1ccc(C(=O)COC(=O)C(CCSC)NC(=O)COc2ccccc2)cc1 (stereo unspecified)	-15%	8%	10%	3%	-0.2%	-2.1	1%	i	-2%
28	CC(C)OC(=O)N(C)C[C@@H]1OCc2ccccc2-c2c(n(C)c3ccccc23)C(=O)N([C@@H](C)CO)C[C@H]1C	1%	-5%	.	-1%	-0.7%	1.3	.	i	.
29	CC(=O)c1cccc(NC(=O)/C(=C\c2ccco2)NC(=O)c2ccco2)c1	2%	23%	3%	8%	0.5%	-2.1	-1%	i	0%
30	CCN1CCN(C(C)CCc2ccccc2)CC1 (stereo unspecified)	14%	-8%	-16%	-4%	0.1%	-1.5	-11%	i	-2%

A second format for some results above:
16	Cc1ccsc1C(=O)Nc1nc2ccccc2[nH]1
7	Cc1ccc(C(=O)/C=C/c2cn(CC(O)CN3CCCCCC3)c3ccccc23)cc1 (stereo unspecified)
12	Cc1ccc(-c2cc(C(=O)n3cnc4ccccc43)c3ccccc3n2)cc1C
14	Oc1ccc(N2CCN(Cc3ccc(OCCCN4CCCCC4)cc3)CC2)cc1
24	CO[C@H]1CC[C@@]2(C)[C@@H](CC[C@@H]3[C@@H]2CC[C@@]2(C)[C@H]3C[C@H](C(=O)N[C@@H](CCCN=C(N)N)C(=O)NCC(=O)N[C@@H](CC(=O)O)C(N)=O)O[C@]23CCCO3)C1

assay / entry | 16 | 7 | 12 | 14 | 24
TGFb inhibitor | ? | ? | 5% | 5% | -4%
Abeta rescue | -40%[inhibitor] | -21% | -27% | 9% | -7%
Nrf2 block | -17% | 14% | . | 13% | 0%
HepG2 viability | -73% | -107% | -53% | 4% | -15%
Nrf2 ARE act | 1.1% | 12% | 2.2% | 0.3% | -0.2%
CCT modulator | -0.4 | . | 0.2 | -1.3 | -1.8
A549 tox | 0% | -3% | -1% | ? | 2%
Akt phos inh | i | . | i | i | i
MmCpn inh | -5% | . | -3% | -4% | -1%

Later entries:
cpd	Compound	TGFb inhibitor	Abeta rescue	Nrf2 block	HepG2 viability	Nrf2 ARE act	CCT modulator	A549 tox	Akt phos inh	MmCpn inh
31	O=C(CCNS(=O)(=O)c1ccccc1C(F)(F)F)N1CCN(S(=O)(=O)c2cccc(Cl)c2)CC1	0%	18%	-7%	-3%	0.0%	-3.2	-1%	i	1%
32	Cc1cc(C(=O)CN2C(=O)NC(CC(C)C)C2=O)c(C)n1C1CC1 (stereo unspecified)	4%	9%	?	-6%	0.2%	-1.0	-5%	i	1%
33	CCOC(=O)c1cnc2nc(SC)nn2c1N	?	-6%	9%	12%	3.6%	-0.3	-3%	i	1%
34	O=C(CCCOc1cccc(Br)c1)NC1CCC(O)CC1 (stereo unspecified)	-6%	-8%	9%	2%	-0.2%	0.5	11%	i	-5%
35	COC(=O)C1=C(C)N(CCc2ccc(OC)c(OC)c2)C(=O)/C1=C\N(C)C	2%	11%	2%	1%	2.2%	3.1	-4%	i	-1%
36	CCCCCC/C=N/Nc1nnc(Cc2ccc(OC)c(OC)c2)c(=O)[nH]1	0%	-9%	2%	-9%	4.5%	0.6	3%	i	-7%
37	CCOc1cc(CNC(=O)CSc2n[nH]c(-c3ccccc3)n2)cc(OCC)c1OCC	?	-1%	.	-34%	0.5%	.	4%	.	.
38	CCN(C(=O)CN1C(=O)NC2(CCCc3ccccc32)C1=O)c1ccc(F)cc1 (stereo unspecified)	-1%	15%	5%	-10%	-0.7%	-0.9	4%	i	4%
39	O=C(Nc1c[nH]c(=O)[nH]c1=O)c1ccc([N+](=O)[O-])cc1	-15%	2%	2%	-16%	0.0%	-0.7	0%	i	0%
40	CCCn1c2ccccc2c2cnn(CC(=O)Nc3cc(OC)c(OC)c(OC)c3)c(=O)c21	?	-11%	-22%	-8%	-0.4%	.	1%	.	.
41	CCOC(=O)c1ccc(Nc2nc(C)cc(=O)[nH]2)cc1	-21%	-5%	-11%	-4%	1.8%	1.4	-8%	i	0%
42	Cn1c(CN2CCCCC2)nc2cc(NC(=O)c3ccc(F)cc3)ccc21	-15%	-4%	12µM*	-7%	2.5%	1.4	-21%	i	-3%
43	CCN(C(=O)CSc1nnc2ccccn12)C1CCS(=O)(=O)C1 (stereo unspecified)	0%	-2%	-1%	2%	-0.9%	0.0	11%	i	3%
44	O=C(O)C(Cc1ccccc1)N1C(=O)C=CC1=O (stereo unspecified)	0%	-7%	.	0%	-0.1%	-0.7	.	i	.
45	CCC(c1nnnn1-c1ccc2c(c1)OCCO2)N1CCN(c2cc(C)ccc2C)CC1 (stereo unspecified)	.	21%	.	.	3.3%	-0.2	.	i	.
46	CCc1nn(-c2cc(Cl)ccc2OC)c2c1C(=O)CCC2	-19%	12%	-24%	1%	0.4%	0.1	-10%	i	1%
47	CC(=O)Oc1c(-c2ccco2)oc2ccccc2c1=O	32%[activator]	-84%[inhibitor]	?	-24%	?	0.7	-18%	i	2%
